Screening results (PubChem)
CTSL1 counter = counter-screen for PFM18AAP inhibitors: inhibitors of F. hepatica cathepsin L1; recombinant F. hepatica cathepsin L1, Z-Leu-Arg-MCA fluorescence; inhibition, % at 5.96 µM; actives 0.49% (n = 300,000); AID 1906;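 active = inhibition above the mean of all tested compounds plus 3 SD, set per screening campaign, cut at about 17% in these data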;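 note: 0% = plate median of test compound wells and 100% = 1 µM Z-Phe-Ala-diazomethylketone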
PP5 inh = PP5 (human) phosphatase inhibition; actives 0.18% (n = 320,000); AID 1987; purified PP5c, OMFP substrate fluorescence; inhibition, % at 6.7 µM;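 active = inhibition above the campaign's mean inhibition across all tested compounds plus 3 SD, cut at about 9.5% in these data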;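 note: 0% = DMSO only and 100% = 100 µM cantharidin control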
LYPLA2 inh = counter-screen for PME1 inhibitors: inhibitors of human LYPLA2; O95372; recombinant LYPLA2, FP-Rh probe fluorescence polarization; inhibition, % at 5.9 µM; actives 0.38% (n = 320,000); AID 2177;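 active = inhibition above the screen-wide mean plus 3 SD, limit set per campaign, cut at about 26% in these data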;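 note: 0% = LYPLA2 with DMSO and 100% = wells lacking LYPLA2 enzyme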
Target sequence (O95372 whole entry, looked up): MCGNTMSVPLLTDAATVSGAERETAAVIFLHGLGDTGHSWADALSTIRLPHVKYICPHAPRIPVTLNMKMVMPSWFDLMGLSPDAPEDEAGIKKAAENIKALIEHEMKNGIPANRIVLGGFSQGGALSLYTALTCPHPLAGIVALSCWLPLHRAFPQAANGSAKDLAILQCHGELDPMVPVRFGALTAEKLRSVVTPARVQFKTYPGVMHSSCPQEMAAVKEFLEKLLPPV
HCV core dimer = HCV core protein dimerization inhibition | TR-FRET GST/Flag-core106 dimerization, 1536-well | inhibition, % at 5 µM | actives 0.33% (n = 300,000) | AID 1899;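 active = inhibition above the mean of all tested compounds plus 3 SD, set per screening campaign, cut at about 45% in these data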
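System – GST-tagged and Flag-tagged HCV core protein residues 1-106 · Repeats – one well for each compound · Technique – TR-FRET 671 and 617 nm emission · Doses – one concentration, 5 µM, in 0.5% DMSO · Times – 4 h, 22.5 °C incubation · Also added – Eu donor and XL665 acceptor anti-tag antibodies · Measure – percent inhibition of core106 dimerization signal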
PP1 counter = counter-screen for PP5 inhibitors: inhibitors of human PP1-alpha | P62136 | purified PP1alpha, OMFP fluorescence | inhibition, % at 6.7 µM | actives 0.9% (n = 320,000) | AID 2235;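 active = inhibition above the mean inhibition of all tested compounds plus 3 SD, computed separately for each screening campaign, cut at about 15% in these data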
GASC-1 inh = blocks human GASC-1 demethylase activity; Q9H3R0; GST-JMJD2C(1-420) H3K9me3 demethylation, DELFIA europium; inhibition, % at 2.35 µM; actives 0.069% (n = 330,000); AID 2099;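 active = more than half of a compound's replicate wells show inhibition beyond 50%, single wells judged on their own value; inconclusive = some, but no more than half, of replicates pass 50% inhibition; inactive = no replicate passes 50% inhibition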;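 note: signal counts dimethyl H3K9 product captured on neutravidin plate; 0% = median of DMSO wells and 100% = 0.3 times that DMSO median; strong numbers were not always called active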
PREPL inh = inhibits the human prolyl oligopeptidase-like enzyme; Q4J6C6; recombinant PREPL, fluorescence polarization activity-based probe; inhibition, % at 5.96 µM; actives 0.68% (n = 320,000); AID 2751; in the data active = inhibition above about 43%;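 note: 0% = enzyme with DMSO and 100% = wells lacking enzyme; many of its hits are not listed in these tables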
Target sequence (Q4J6C6 whole entry, looked up): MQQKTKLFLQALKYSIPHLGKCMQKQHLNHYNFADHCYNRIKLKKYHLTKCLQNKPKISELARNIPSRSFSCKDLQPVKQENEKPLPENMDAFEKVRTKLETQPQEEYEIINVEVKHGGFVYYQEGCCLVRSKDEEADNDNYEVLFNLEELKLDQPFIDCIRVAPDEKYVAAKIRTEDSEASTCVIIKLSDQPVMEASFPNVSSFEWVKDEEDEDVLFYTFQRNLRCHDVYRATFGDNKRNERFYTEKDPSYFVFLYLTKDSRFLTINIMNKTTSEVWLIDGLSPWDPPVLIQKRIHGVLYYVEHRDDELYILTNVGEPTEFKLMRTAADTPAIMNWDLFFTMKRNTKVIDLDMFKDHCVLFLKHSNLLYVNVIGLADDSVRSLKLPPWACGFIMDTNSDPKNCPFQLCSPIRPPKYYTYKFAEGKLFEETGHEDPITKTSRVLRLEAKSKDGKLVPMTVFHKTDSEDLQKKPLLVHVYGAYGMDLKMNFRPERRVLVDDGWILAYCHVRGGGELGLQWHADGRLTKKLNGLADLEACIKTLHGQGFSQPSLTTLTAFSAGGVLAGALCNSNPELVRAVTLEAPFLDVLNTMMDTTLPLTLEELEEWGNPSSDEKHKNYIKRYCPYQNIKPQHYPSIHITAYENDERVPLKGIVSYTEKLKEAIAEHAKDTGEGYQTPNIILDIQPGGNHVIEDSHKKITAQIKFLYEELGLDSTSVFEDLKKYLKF
Efflux pump inh = blocks antifungal efflux pumps in multiplex yeast assay | actives 0.44% (n = 330,000) | S. cerevisiae Candida pump triplex, Nile Red efflux | inhibition, % at 10 µM;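 active = plate passing quality check with inhibition over a set limit, or well fluorescence over plate mean plus 4 SD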;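 note: Nile Red retained in pooled yeast measured as flow cytometry median fluorescence; 0% = buffer negative control and 100% = Enniatin B positive control; higher means more Nile Red kept so more efflux inhibition; some compounds called inactive have numbers as strong as hits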
TPT1 inh = inhibitors of Candida albicans tRNA 2'-phosphotransferase TPT1; inhibition, % at 5 µM; actives 0.81% (n = 300,000); AID 1962; recombinant caTPT1, FP RNA substrate dephosphorylation;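 active = inhibition above the mean of all tested compounds plus 3 SD, set per screening campaign, cut at about 24% in these data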;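 note: plate controls were DMSO alone for no effect and ferristatin control at 100 nM for full effect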
Starred values were filed as active, the others as inactive; i = inactive; u = inconclusive; x = not tested or not shown. The list is partial; count on the stated rates, not on these rows.

Every second line gives: CTSL1 counter	PP5 inh	LYPLA2 inh	HCV core dimer	PP1 counter	GASC-1 inh	PREPL inh	Efflux pump inh	TPT1 inh
CN(c1ccc(C(=O)NC2CCCCC2)cc1)S(=O)(=O)c1ccccc1
    -2	-0.4	5	-1	-5	-6	23	0.0	-5
O=C(O)CCc1ccc(-c2ccccc2)n1NC(=O)c1sc2ccccc2c1Cl
    2	1.7	7	3	5	-6	14	-0.1	-1
O=C(Nc1cccnc1)c1cc(Br)c(Br)s1
    6	4.9	-15	0	-4	-10	7	0.2	-2
CC(C)(C)c1cc(-c2nc(N)nc(N)n2)cc(C(C)(C)C)c1
    4	9.4	8	-11	6	-14	-1	-0.2	2
O=C(CC(c1ccccc1)c1ccccc1)Nc1ccc(C(=O)O)cc1
    -8	-1.0	2	8	1	2	-3	0.1	-5
CCC(C)(C)NC(=O)C(c1ccccc1Cl)N(Cc1cccnc1)C(=O)CCC(=O)Nc1cc(C)on1 (stereo not given)
    0	1.6	-1	-2	-4	-4	0	0.0	-5
CCOCCCNC(=S)N1CCC(NC(=O)C23CC4CC(CC(C4)C2)C3)CC1
    -1	-0.2	8	-3	-3	14	7	-0.1	-5
CC(C)OC(=O)c1cccc(C(=O)O)n1
    6	-5.5	4	-6	-1	10	3	0.0	2
CCCCC1(O)CC(C(F)(F)F)=NN1C(=O)COc1ccccc1 (stereo not given)
    5	-1.1	6	-1	-3	1	-5	0.1	1
Cc1ccccc1CSc1nnnn1-c1ccc(C(N)=O)cc1
    2	2.5	-3	-5	0	-18	-22	0.0	-3
CN(/N=C/c1cc(Br)cc(Br)c1O)c1cccc(C(F)(F)F)n1
    3	1.6	-1	-3	2	24	0	-2.5	-2
CCOC(=O)c1c(C)nn(-c2ncccc2NC(=O)CCC(=O)O)c1C
    0	1.4	-1	-3	-8	4	3	0.0	0
Cn1c(=NC(=O)CSCC(=O)N2CCCC2)sc2ccccc21
    -1	-1.3	5	-5	1	-5	-2	0.2	-2
COc1cc(/C=C2\S/C(=N/S(=O)(=O)Cc3ccccc3)NC2=O)c([N+](=O)[O-])cc1OC
    2	0.0	7	-4	-2	-8	4	0.1	-6
CCCCN(c1ccccc1)S(=O)(=O)c1ccc2c(c1)CCN2C(=O)CCC(=O)O
    2	0.3	-5	3	-4	-11	-8	0.4	-1
O=C(NCC(c1ccco1)N1CCCC1)c1cn(Cc2ccccc2)nc1-c1ccccc1 (stereo not given)
    x	0.6	-1	x	3	-1	6	0.0	x
O=C(Cc1sc(Nc2ccccc2)nc1-c1ccccc1)NCc1ccccc1
    -1	7.0	-5	3	7	-4	11	0.3	6
COc1ccc(C(=O)Nc2ccc(F)cc2F)cc1OC
    -2	1.0	7	-6	0	21	-2	-0.1	0
O=C(Nc1cc2c(cc1Br)OCCO2)c1ccco1
    3	1.0	6	1	-1	-5	2	0.1	2
C=CCNS(=O)(=O)c1cccc(C(C)=O)c1
    -1	-0.9	-1	-12	-1	-6	14	-0.5	-4
COc1ccc(-c2[nH]nc3c2C(c2ccsc2)C(C#N)=C(N)O3)cc1 (stereo not given)
    2	2.8	7	1	2	-4	89*	-0.3	1
O=C(NNC(=O)c1ccc(-n2cncn2)c([N+](=O)[O-])c1)c1ccc(Cl)cc1
    2	0.7	-1	-2	-2	-3	9	0.2	-1
COc1cccc(NC(=O)C(C)C)c1
    -4	0.1	-6	5	-3	6	-2	x	0
Cc1ccnc(NS(=O)(=O)c2ccc(NC(=O)Cc3c(F)cccc3Cl)cc2)n1
    1	-1.0	-2	-2	-1	2	-7	0.0	1
O=C(NCCc1cccc(F)c1)[C@@H]1CSC2c3ccccc3C(=O)N21 (stereo not given in full)
    2	3.4	1	10	3	10	3	0.2	-2
COc1ccc(/C(O)=C2/C(=O)C(=O)N(CCCC(=O)O)C2c2ccc(OC)cc2)cc1 (stereo not given)
    2	2.2	0	-1	-2	1	-3	0.1	-5
COc1ccccc1NC(=O)Nc1cc(F)ccc1F
    -1	4.2	5	-2	3	8	6	0.2	2
CCOC(=O)C1(Cc2cccc(F)c2)CCN(C(=O)C2CCCO2)CC1 (stereo not given)
    0	-0.2	-1	-2	-4	2	3	0.0	-8
c1ccc(C2(CNc3ccccn3)CCCC2)cc1
    -1	4.3	3	-12	1	6	2	-0.1	-1
CCOc1ccc(S(=O)(=O)N(C)CC(=O)NCCN2CCOCC2)cc1
    -4	-0.1	-2	0	1	-15	-5	-0.1	0
CC(=O)Cn1c(=O)oc2ccccc21
    1	-0.6	-2	-4	-8	20	5	-0.2	-3
Brc1ccccc1CN1CCC(N2CCCCC2)CC1
    5	0.5	6	-1	0	u	17	0.1	1
Cc1cccc(NS(=O)(=O)c2cccc(C(=O)NCC(C)(C)N3CCOCC3)c2)c1
    -5	1.4	-4	0	-11	-7	12	0.4	4
Cc1ccc(CC(CC(=O)O)C(=O)NCc2ccccc2)cc1 (stereo not given)
    0	3.3	11	-5	-3	13	-4	0.7	2
O=C(OCC(=O)N1CCCC1)c1cccs1
    -3	3.6	5	-5	2	-4	9	-0.1	-1
COc1ccc(CCNC(=O)c2cc(S(=O)(=O)N(C)C)ccc2N2CCCC2)cc1OC
    -8	1.6	-2	3	-12	-21	4	1.9	-1
Cc1cc2oc(C(=O)Nc3ccc(S(N)(=O)=O)cc3)c(C)c2cc1Cl
    -1	0.8	-6	16	2	-30	13	-0.2	-4
O=C(c1nc2ccccn2c1CNCCCn1ncc2ccccc21)N1CCCC1
    0	1.0	10	0	-6	14	-8	-0.1	-1
NNC(=O)COc1cccc(Oc2ccccc2)c1
    1	4.7	-6	-18	-3	-24	0	0.3	3
CCCCOc1ccc(-c2[nH]ncc2C=O)cc1
    1	2.8	4	0	0	-5	-2	0.0	2
C=CCn1c(-c2cc(Cl)ccc2OC)n[nH]c1=S
    -1	-2.5	2	-2	2	-7	19	-0.4	-2
O=C(CCN1CCCCC1)NNC(=S)NC(=O)c1ccc(Br)cc1
    -3	0.4	2	1	6	-13	-6	0.0	1
COc1ccc(-n2c(CCC(=O)O)ccc2-c2ccccc2)cc1
    0	-1.2	4	-1	1	-1	7	0.0	0
CC/C(=C\C(=O)c1ccncc1)Nc1ccc(O)cc1
    3	0.3	4	9	1	5	42	0.1	1
O=C(NC1CCCCC1)NC1CCN(CC(=O)N2CCOCC2)CC1
    1	-1.7	-8	-1	-1	4	0	0.3	-3
CN(c1ccccc1)S(=O)(=O)c1ccc(C(=O)NNC(=O)c2ccccc2)cc1
    x	-0.2	6	x	2	x	9	0.2	x
COc1cc(Nc2cc(C)nc3ncnn23)cc(OC)c1OC
    2	-3.2	-2	-2	-7	-7	4	-0.1	4
CCOC(=O)C1CCCN(CC(=O)c2ccc(F)cc2)C1 (stereo not given)
    3	-0.8	0	7	0	1	0	-0.1	0
CCS(=O)(=O)N1Cc2ccccc2CC1C(=O)Nc1ccccc1OC (stereo not given)
    2	-0.1	4	5	1	-7	2	0.1	1
CC(Nc1c([N+](=O)[O-])c(=O)oc2ccccc12)C(Cl)c1ccccc1 (stereo not given)
    3	3.6	1	0	-3	2	6	-0.1	-2
CCC(NC(=O)c1oc2ccccc2c1COC)c1ccc(OC)cc1 (stereo not given)
    2	1.5	3	-3	3	u	7	0.0	0
COC(=O)c1ccc(Cl)c(NC(=O)CN(c2ccccc2)S(=O)(=O)c2ccc(OC)cc2)c1
    -2	2.2	-9	1	1	74	-7	-0.2	-4
N#Cc1ccc(-c2ccccc2)nc1SCCN1CCOCC1
    4	2.8	-4	-7	0	-5	17	-0.3	-6
Cc1cc(/C=C(\C#N)C(=O)NCc2ccco2)c(C)[nH]1
    5	0.8	0	-3	-3	11	8	0.2	-1
CCOC(=O)C1CCCN(CC(=O)Nc2c(C(=O)OC)[nH]c3ccccc23)C1 (stereo not given)
    -3	2.0	3	1	-1	-1	1	0.1	3
O=C(Nc1c2ccccc2nc2ccccc12)C(Cl)(Cl)Cl
    3	0.7	6	-5	2	-2	0	-0.1	-13
O=C1CCC(C(=O)O)N1 (stereo not given)
    2	0.5	1	1	-2	i	3	0.0	-3
O=[N+]([O-])c1cc(S(=O)(=O)NCCN2CCOCC2)ccc1Sc1nnnn1-c1ccccc1
    -3	1.8	3	-2	0	6	-1	0.1	0
CC(C)(C)NC(=O)COc1ccc(S(=O)(=O)N2CCCC2)cc1
    0	-0.9	-5	-3	4	-8	-2	0.0	-1
COc1cccc(OC)c1C(=O)Nc1cccc2c1CCCC2
    2	3.4	-1	-1	-3	106	1	0.2	4

Remaining list, next part.
Every second line gives: CTSL1 counter	PP5 inh	LYPLA2 inh	HCV core dimer	PP1 counter	GASC-1 inh	PREPL inh	Efflux pump inh	TPT1 inh
COc1ccc(S(=O)(=O)N(C)C)cc1NCC(=O)Nc1cccc2ccccc12
    -2	0.7	2	5	2	15	1	0.0	1
COc1ccccc1C(=O)NCC(=O)NCCc1ccc(Cl)cc1
    2	-0.2	2	10	1	3	2	0.0	3
CCCS(=O)(=O)N1CCN(Cc2ccncc2)CC1
    -3	2.7	-5	-2	3	-6	1	0.1	-2
C=C1CCN([C@@H](CC(C)C)C(=O)Nc2ccc(OC)cc2)S(=O)(=O)c2ccccc21
    -1	4.5	0	8	3	-47	-2	0.2	1
